SR-BI HDL uptake: inhibitors of mouse SR-BI mediated HDL lipid uptake | Q61009 | ldlA[mSR-BI] CHO cells, DiI-HDL uptake fluorescence, 3 h | inhibition, % at 12.5 µM | actives 0.96% (n = 320,000) | AID 488896;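 active = mean replicate inhibition of at least 70% and a set share of replicates each scoring 70 or more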;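 note: 0% = median of neutral control wells and 100% = median of positive control wells; values of inactives mirror those of a sister screen read the other way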
Target sequence (Q61009 whole entry, looked up): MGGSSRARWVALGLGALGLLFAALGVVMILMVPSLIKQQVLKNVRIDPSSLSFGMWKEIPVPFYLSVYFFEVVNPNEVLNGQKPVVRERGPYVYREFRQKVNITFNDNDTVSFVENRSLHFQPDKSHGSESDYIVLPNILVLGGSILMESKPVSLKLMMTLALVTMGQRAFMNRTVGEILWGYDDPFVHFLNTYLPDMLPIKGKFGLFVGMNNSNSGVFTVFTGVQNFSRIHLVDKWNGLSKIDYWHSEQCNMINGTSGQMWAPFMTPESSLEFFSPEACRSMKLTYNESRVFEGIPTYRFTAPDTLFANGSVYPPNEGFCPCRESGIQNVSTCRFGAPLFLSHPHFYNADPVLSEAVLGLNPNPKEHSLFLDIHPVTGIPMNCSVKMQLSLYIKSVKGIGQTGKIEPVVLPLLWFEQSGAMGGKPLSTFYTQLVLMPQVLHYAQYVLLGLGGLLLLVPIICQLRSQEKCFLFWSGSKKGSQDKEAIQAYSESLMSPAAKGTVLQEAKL
dFosB act: activators of mouse delta FosB homodimer; P13346; purified delta FosB, TAMRA-CDK5 oligo fluorescence polarization; percent of positive-control signal above neutral wells; actives 0.99% (n = 340,000); activation, % at 25 µM; AID 493131;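 active = mean activation above about 17%, with every replicate also reaching it, limit read from the data, passing the limit was not always enough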;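 note: fluorescence polarization rise as delta FosB binds a TAMRA Cdk5 AP-1 oligo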
CDK5 p35 inh: blocks human CDK5/p35 kinase activity; Q00535+Q15078; Recombinant CDK5/p35, ADP-Glo luminescence, 60 min; inhibition, % at 10 µM; actives 0.01% (n = 330,000);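 active = highest replicate inhibition of at least 50% and at least 75% of replicates reaching 50%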;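 note: plate controls were DMSO neutral control for no effect and GW8510 at 10 µM for full effect; many of its hits are not listed in these tables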
cardiac RTF act: cardiac RTF calcium sensitization. IANBD-labeled TnC RTF fluorescence at EC20 calcium; 0% EC20 calcium, 100% full calcium. activation, % at 7.2 µM. actives 0.24% (n = 340,000). P19429+P45379;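 active = activation above the mean over all tested compounds plus 3 SD, cut at about 30% in these data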;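 note: rise in fluorescence read as greater calcium sensitivity of cardiac thin filaments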
MITF act: activators of MITF-driven TRPM1 promoter activity in SK-MEL-5 cells; SK-MEL-5 TRPM1-promoter luciferase, 24 h; % of positive control, neutral wells = 0; activation, % at 12.5 µM; actives 0.75% (n = 300,000); AID 588334;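 active = mean activation of at least 80% with every replicate also reaching 80%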;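 note: 0% = neutral control wells and 100% = parthenolide positive control wells; values of inactives mirror those of a sister screen read the other way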
Rtt109 HAT inh: blocks Candida albicans Rtt109/Vps75 acetyltransferase activity; inhibition, % at 34.9 µM; actives 0.16% (n = 330,000); purified Rtt109/Vps75, ThioGlo CoA-SH fluorescence, 4 h; Q5AAJ8; AID 540336;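 active = inhibition of at least 50% in every replicate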
HTR5A ag ctr: counter-screen for OPRM1-OPRD1 agonists: human HTR5A agonism | P47898 | HTR5A agonist assay, luminescence, cell-based | activation, % at 9.3 µM | actives 0.61% (n = 340,000); in the data active = activation mostly above about 9.5%, no sharp cut-off; inactive = mostly below about 7.6%;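 note: 0% = cells with vehicle only and 100% = reference agonist; strong numbers were not always called active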
Target sequence (P47898 whole entry, looked up): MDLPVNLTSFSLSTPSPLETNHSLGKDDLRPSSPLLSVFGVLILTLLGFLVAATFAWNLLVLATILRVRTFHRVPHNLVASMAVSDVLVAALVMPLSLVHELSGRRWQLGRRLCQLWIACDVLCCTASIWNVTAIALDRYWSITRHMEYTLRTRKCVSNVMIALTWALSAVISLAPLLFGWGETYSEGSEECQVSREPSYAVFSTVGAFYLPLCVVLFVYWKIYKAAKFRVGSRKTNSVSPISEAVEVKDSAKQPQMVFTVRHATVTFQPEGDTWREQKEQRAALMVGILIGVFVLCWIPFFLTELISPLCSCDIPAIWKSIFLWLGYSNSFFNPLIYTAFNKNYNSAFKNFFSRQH
PvdQ acylase: blocks Pseudomonas aeruginosa PvdQ acylase activity | AID 488965 | purified PvdQ acylase, fluorescence plate reader | actives 0.063% (n = 340,000) | inhibition, % at 10 µM; in the data active = inhibition above about 30%, passing the limit was not always enough;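 note: 0% = vehicle neutral wells and 100% = reference inhibitor wells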
Wnt act: Wnt/beta-catenin pathway activation; Wnt/beta-catenin reporter cell assay, activator, plate reader; actives 1.2% (n = 300,000); activation, % at 9.35 µM; in the data active = activation above about 30%, passing the limit was not always enough;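 note: 0% = neutral control wells and 100% = positive control wells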
SR-BI uptake up: enhances SR-BI lipid uptake from DiI-HDL; CHO ldlA[mSR-BI] cells, DiI-HDL uptake fluorescence, 3 h; 100 = double the neutral-control signal; activation, % at 12.5 µM; actives 0.096% (n = 320,000);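 active = mean replicate activation of at least 60% and every replicate at or above 60%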;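 note: 0% = median plate neutral-control signal and 100% = twice that signal; values of inactives mirror those of a sister screen read the other way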
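system = CHO ldlA[mSR-BI] cells, LDL receptor-null, SR-BI overexpressing | medium = Ham's F12 with 0.5% BSA, HEPES 25 mM, pH 7.4 | probe or stimulus = DiI-HDL 10 µg/mL | compound dosing = single-point compound dose | incubation = compound exposure 3 h, 37 °C | technique = DiI fluorescence, bottom read | read-out = cell-associated DiI fluorescence as measure of HDL uptake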
* marks the source's active call; other numbers are inactive results; x = no result given.

item	canonical_smiles	SR-BI HDL uptake	dFosB act	CDK5 p35 inh	cardiac RTF act	MITF act	Rtt109 HAT inh	HTR5A ag ctr	PvdQ acylase	Wnt act	SR-BI uptake up
1	Cc1ccc(S(=O)(=O)Nc2c(C)n(C)n(-c3ccccc3)c2=O)cc1C(=O)OCC(=O)N1CCCC(C)C1 (stereo not given)	11	-10	-1.5	-1	-5	1	6	-7	-1	-11
2	CCOC(=O)c1cn(CC)c2cc(N3CCSCC3)c(F)cc2c1=O	x	-5	-3.5	1	-7	6	1	-2	x	x
3	COc1cc(NC(=O)C2CCN(S(=O)(=O)c3ccc4[nH]c(=O)oc4c3)CC2)cc(OC)c1	5	-18	2.3	0	5	-2	-2	-6	1	-5
4	Cc1ccc(CN2C(=O)C(C)Nc3ncnc(N4CCOCC4)c32)cc1 (stereo not given)	4	4	-3.3	-1	-5	5	0	7	-3	-4
5	O=C(Nc1cccc(Cl)c1)NC1(C(=O)NCc2cccs2)CCCCC1	-8	1	-0.6	-15	10	0	14	1	-3	8
6	Cc1ccccc1C(=O)NNC(=O)C(C)N1C(=O)c2ccccc2C1=O (stereo not given)	-39	6	0.8	-2	-1	-6	9	-5	-1	39
7	O=C(CCCCCNc1nc(=S)[nH]c2ccccc12)NCCc1ccccc1	11	-2	1.4	-2	3	10	1	1	-2	-11
8	CCOc1cc(C(=S)N2CCN(C)CC2)ccc1OCC(=O)N1CCCC1	-13	2	0.9	-4	-10	-2	1	-8	-3	13
9	CCN1CCN(c2ccc(NC(=O)c3ccc4c(c3)[nH]c(=O)n4Cc3ccc(OC)cc3)cc2)CC1	-4	-2	-0.6	11	-13	3	2	-12	-7	4
10	Cc1nnc(NC(=O)c2ccccc2Br)s1	-14	-2	-0.9	-2	19	1	10	-2	x	14
11	N#Cc1cc(C(=O)c2cc(Br)ccc2O)cn(Cc2ccccc2)c1=O	24	-7	-0.5	1	-13	-14	-4	-4	-1	-24
12	CC(C)CC(=O)NC(=S)N1CCN(c2ccc([N+](=O)[O-])cc2Cl)CC1	37	-10	1.0	-2	-28	3	0	12	-2	-37
13	CN(CC(=O)Nc1ccc(Cl)cc1)C(=O)CNC(=O)c1ccc2ccccc2c1	20	39*	0.4	4	43	-5	0	-4	9	-20
14	CN(C(=O)C1CCN(S(=O)(=O)c2cccc3nonc23)CC1)C1CCCCC1	-27	0	x	-4	-1	-16	3	-1	-2	27
15	O=C(COc1ccc(F)cc1Br)NCC1(N2CCOCC2)CCCCC1	19	-6	0.2	-4	9	1	9	0	1	-19
16	CCOC(=O)c1c(-c2ccccc2)csc1NC(=S)N(CC)CC	22	2	-0.9	2	3	-4	7	-2	-8	-22
17	O=C(COC(=O)c1ccccc1NS(=O)(=O)c1cccs1)NC1CCCCC1	6	-8	0.2	10	-8	3	4	-18	x	-6
18	COC(=O)C1=C(C)N(C)C(C)=C(C(=O)OC)C1c1ccncc1	3	-10	0.4	1	-9	11	-7	14	x	-3
19	Cc1ccccc1C(=O)NNC(=O)c1cccn1C	-36	1	0.5	-6	21	4	-5	4	8	36
20	O=C(Cn1cccc1)Nc1ccc(OC(F)(F)F)cc1	-1	-2	1.2	1	4	-18	0	-8	0	1
21	C[C@]12C=CC(=O)C=C1CC[C@@H]1C2[C@@H](O)C[C@@]2(C)C1CC[C@]2(O)C(=O)COC(=O)CCC(=O)O (stereo not given in full)	5	-9	0.0	1	10	3	-1	-5	-1	-5
22	CCOc1ccc(/C=C/C(=O)c2c(O)cc(C)oc2=O)cc1	-7	-6	-0.2	0	x	3	2	-14	10	7
23	COc1ccccc1-c1nnc(SCC(=O)NCc2c(C)c(Cl)cc(C(C)C)c2O)o1	56	-12	0.9	-1	-6	x	-1	-11	x	-56
24	O=C(CSc1nc2ccc(NC(=O)c3ccccc3C(=O)O)cc2s1)Nc1c(Cl)cccc1Cl	55	-8	-0.9	-5	2	-5	4	-13	0	-55
25	CCCCCCCNC(=O)C1(CC2CC(c3ccc(Cl)cc3)=NO2)CCN(C(=O)C2(C)CC2)CC1 (stereo not given)	-14	3	-2.9	-6	1	2	6	-10	x	14
26	O=C(NCC1CCCO1)c1cc(C(=O)c2ccc(Cl)cc2Cl)c[nH]1 (stereo not given)	9	0	-4.1	3	-10	6	-3	-4	-1	-9
27	O=S(=O)(c1ccc(F)cc1)N1CN(Cc2ccco2)c2nc3ccccc3nc21	14	-18	1.4	24	10	-4	14	-2	x	-14
28	CC(=O)NNc1nc(-c2ccc(C)cc2)cs1	-9	-7	-1.0	1	13	-5	1	-18	5	9
29	CN(C(=O)c1ccccc1)C1(C)CCS(=O)(=O)C1 (stereo not given)	-22	0	-1.0	3	5	-18	1	2	x	22
30	COc1ccccc1Nc1nc(-c2ccccc2)nc2ccccc12	56	-4	2.9	-6	6	x	-1	-6	-12	-56

The final five compounds of the section before come first, to join the parts:
item	canonical_smiles	SR-BI HDL uptake	dFosB act	CDK5 p35 inh	cardiac RTF act	MITF act	Rtt109 HAT inh	HTR5A ag ctr	PvdQ acylase	Wnt act	SR-BI uptake up
26	O=C(NCC1CCCO1)c1cc(C(=O)c2ccc(Cl)cc2Cl)c[nH]1 (stereo not given)	9	0	-4.1	3	-10	6	-3	-4	-1	-9
27	O=S(=O)(c1ccc(F)cc1)N1CN(Cc2ccco2)c2nc3ccccc3nc21	14	-18	1.4	24	10	-4	14	-2	x	-14
28	CC(=O)NNc1nc(-c2ccc(C)cc2)cs1	-9	-7	-1.0	1	13	-5	1	-18	5	9
29	CN(C(=O)c1ccccc1)C1(C)CCS(=O)(=O)C1 (stereo not given)	-22	0	-1.0	3	5	-18	1	2	x	22
30	COc1ccccc1Nc1nc(-c2ccccc2)nc2ccccc12	56	-4	2.9	-6	6	x	-1	-6	-12	-56
31	CCCN(C(=O)C1=COCCO1)c1c(N)n(Cc2ccccc2)c(=O)[nH]c1=O	-11	1	-1.1	5	-5	2	4	-4	-1	11
32	COc1cccc(OCCNS(=O)(=O)c2cccc([N+](=O)[O-])c2)c1	-14	0	-0.6	1	-2	-3	5	-8	1	14
33	S=c1nc(C2CC2)[nH]c2ccccc12	37	-10	-0.4	5	5	5	-3	-8	x	-37
34	CC(=O)N1CCN(c2ccc(NC(=O)COc3ccc(Cl)cc3Cl)cc2)CC1	3	-7	0.3	-1	-1	-3	-2	-6	-6	-3
35	CC(=O)c1ccc(NS(=O)(=O)c2cccc(C(=O)Nc3ccccc3C(=O)O)c2)cc1	2	-4	-2.0	-2	12	1	-1	-12	1	-2
36	C=CCn1c(SCC(=O)NC2CCCC2)nc2sc(C)cc2c1=O	-15	-3	1.8	-5	-2	-7	5	8	0	15
37	COc1ccc(N(CC(=O)Nc2ccc(F)c(F)c2)S(=O)(=O)c2c(C)[nH]c(=O)[nH]c2=O)cc1	-26	-8	x	1	-8	-2	4	2	2	26
38	N#CCc1ccccc1C(=O)OCC(=O)N(Cc1ccccc1)Cc1ccccc1	13	-5	0.7	-1	-4	1	5	-19	-3	-13
39	COc1ccc(Cc2nnc(NC(=O)c3ccccc3F)s2)cc1	-29	-15	-0.1	-2	x	-2	0	-5	8	29
40	Cn1c(=O)n(C)c2cc(NC(=O)c3cccc([N+](=O)[O-])c3)c(Br)cc21	58	-6	0.2	2	-15	-1	-1	8	-2	-58
41	CCc1ccccc1NC(=O)CN1CCN(C(=O)CNC(=O)c2ccc(-c3ccccc3)cc2)CC1	60	-7	-1.7	3	-12	10	-5	-11	-14	-60
42	CC(=O)Nc1ccccc1N(C)S(=O)(=O)c1ccc(C)cc1	0	-7	0.4	11	-23	1	-1	-10	-21	0
43	CC(CCOS(N)(=O)=O)c1ccccc1 (stereo not given)	-6	-3	-2.3	-6	-4	-2	0	8	x	6
44	Cc1ccc(NC(=O)/C(=C\c2ccco2)NC(=O)c2ccco2)cc1	x	-5	-0.5	1	-11	1	-1	2	3	x
45	CC(C)c1ccc(N2C(=O)CC(NNC(=O)c3cccnc3)C2=O)cc1 (stereo not given)	-14	5	4.1	4	x	12	4	-7	-2	14
46	CN(Cc1cnn(C)c1)Cc1nc(COc2ccccc2)no1	-9	0	-10	4	8	0	-1	-10	0	9
47	O=C(Oc1ccc(NC2=C(Cl)C(=O)c3ccccc3C2=O)cc1)c1ccc([N+](=O)[O-])cc1	7	-3	-0.5	-10	-81	-10	0	-5	x	-7
48	Cc1nc(/N=C(\N)N(C)C)[nH]c(=O)c1C	5	2	-0.1	-1	5	-1	3	-8	0	-5
49	CCC(C)c1ccccc1NC(=O)COC(=O)c1ccc2c(c1)S(=O)(=O)c1ccccc1C2=O (stereo not given)	2	3	-0.6	1	-12	1	-3	-3	-6	-2
50	CC[C@@H](C)[C@@H](C(=O)N1CCNCC1)n1cc(CCC(=O)O)nn1	-2	-2	-2.7	2	9	-4	1	-17	-1	2

3 compounds already listed, arranged by the value under MITF act, high to low:
item | Structure | MITF act
48 | Cc1nc(/N=C(\N)N(C)C)[nH]c(=O)c1C | 5
43 | CC(CCOS(N)(=O)=O)c1ccccc1 (stereo not given) | -4
44 | Cc1ccc(NC(=O)/C(=C\c2ccco2)NC(=O)c2ccco2)cc1 | -11

Random draw from the library (roughly 4.4% active in at least one column).
